High-throughput results from PubChem.
Rac1 wt modul: human Rac1 wildtype GTP binding, inhibitors and activators; P63000; GST-Rac1 beads, fluorescent GTP binding, flow cytometry; actives lie on both sides; 0 = cold GTP competed, 100 = untreated; GTP binding activity (% of control), % at 10 µM; actives 0.27% (n = 190,000); AID 757;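 active = GTP binding activity at least 20 points away from the 100% control level, either lower or higher; inconclusive = compound flagged as likely green fluorescent, judged across all proteins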
Avidin bead fluor: avidin bead compound fluorescence profile | Avidin beads, compound fluorescence 488/530 nm, flow cytometry; hits give high values | fluorescence (KMESF) at 10 µM | actives 0.38% (n = 220,000) | AID 1775; in the data active = fluorescence above about 47; note: inactives centre near 10
Mcl1 Bid PPI: Mcl-1/Bid interaction inhibition; Q07820; TR-FRET Mcl-1/Bid-Dy647 peptide binding, 1536-well; inhibition, % at 21.7 µM; actives 0.97% (n = 220,000); AID 1021;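 active = compounds that cut the binding signal by more than half at the single screening dose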;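 note: His-tagged Mcl-1 with europium anti-His antibody binding Bid BH3 peptide; 0% = Mcl-1 plus peptide wells and 100% = peptide-only wells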
Target sequence (Q07820 whole entry, looked up): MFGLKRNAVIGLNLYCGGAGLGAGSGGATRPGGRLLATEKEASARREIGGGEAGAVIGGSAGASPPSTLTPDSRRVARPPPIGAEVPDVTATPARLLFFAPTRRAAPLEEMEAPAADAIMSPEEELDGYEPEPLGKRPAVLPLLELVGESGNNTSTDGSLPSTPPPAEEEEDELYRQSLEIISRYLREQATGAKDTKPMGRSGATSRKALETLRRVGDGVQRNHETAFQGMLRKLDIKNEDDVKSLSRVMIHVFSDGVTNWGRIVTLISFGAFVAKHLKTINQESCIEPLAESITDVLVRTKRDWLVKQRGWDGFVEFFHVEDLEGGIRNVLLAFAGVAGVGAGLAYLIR
Rab7 wt GTP bind: alters GTP binding to wildtype dog Rab7 | GST-Rab7 beads, fluorescent GTP binding, flow cytometry; actives lie on both sides; untreated = 100%, excess cold GTP = 0% | GTP binding activity (percent of control), % at 10 µM | actives 0.055% (n = 190,000);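 active = fluorescent GTP binding to Rab7 beads changed by at least 20 points from the 100% baseline, either direction, mostly lower; inconclusive = compound itself probably fluorescent, or too few beads counted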;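 note: median green fluorescence of bound Bodipy-FL-GTP per Rab7 bead population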
Pf gametocyte: kills late stage P. falciparum gametocytes. P. falciparum stage V gametocytes, ATP luminescence, 24 h. inhibition, % at 10.9 µM. actives 0.065% (n = 150,000). AID 743093;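 active = inhibition above the mean plus 3 SD of compounds within the control limits, set per campaign, cut at about 38% in these data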;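 note: 0% = DMSO wells and 100% = medium only without gametocytes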
Mcl1 Noxa PPI: Mcl-1/Noxa interaction inhibition | inhibition, % at 21.7 µM | AID 1022 | TR-FRET Mcl-1/Noxa peptide binding, 2 h | actives 1.5% (n = 220,000) | Q07820;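 active = compounds that cut the protein-peptide binding signal by more than 50% relative to plate controls in a single-dose test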;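 note: His-tagged Mcl-1 with rhodamine Noxa BH3 peptide and terbium anti-His antibody; 0% = Mcl-1 plus Noxa peptide wells and 100% = peptide-only wells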
Cdc42 wt: modulators (inhibitors or activators) of GTP binding to human Cdc42 wildtype; GST-Cdc42 beads, Bodipy-GTP binding, flow cytometry; actives lie on both sides; percent activity (GTP binding), % at 10 µM; actives 0.2% (n = 190,000); AID 761;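 active = percent activity GTP binding at least 20 points away from the 100% baseline, either down as inhibitor or up as activator; inconclusive = compound flagged as likely green fluorescent from well-wide comparison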;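 note: median bead fluorescence of bound Bodipy-FL-GTP at 100 nM; 0% = excess unlabeled GTP control and 100% = no compound control; below 100% means less GTP binding so inhibitor and above means activator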
Target sequence (P60953 whole entry, looked up): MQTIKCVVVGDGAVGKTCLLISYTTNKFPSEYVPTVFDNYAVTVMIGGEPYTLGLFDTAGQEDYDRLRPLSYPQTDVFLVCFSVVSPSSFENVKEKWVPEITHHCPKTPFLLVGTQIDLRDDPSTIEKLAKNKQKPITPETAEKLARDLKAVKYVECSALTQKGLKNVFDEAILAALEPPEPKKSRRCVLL
Rab2A wt mod: changes GTP binding to wildtype dog Rab2A, up or down. P61105. GST-Rab2 wt beads, Bodipy-GTP binding, flow cytometry. actives 0.19% (n = 190,000). GTP binding activity, % at 10 µM. AID 760;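 active = GTP binding activity at least 20 points away from 100%, either lowered or raised; inconclusive = signal likely due to the compound's own green fluorescence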;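 note: 0% = beads with excess unlabeled GTP and 100% = no-compound control corrected for plate trend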
HRas wt GTP: human HRas wildtype GTP binding, change in either direction | P01112 | GST-Ras wt beads, Bodipy-FL-GTP binding, flow cytometry; actives lie on both sides | GTP binding activity, % at 10 µM | actives 0.14% (n = 190,000) | AID 759;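 active = GTP binding activity at least 20% away from the 100% baseline, either lowered as inhibitor or raised as activator; inconclusive = flagged as likely green fluorescent, judged across all proteins in the well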;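 note: 0% = unlabeled GTP competition control and 100% = no-compound control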
Target sequence (P01112 whole entry, looked up): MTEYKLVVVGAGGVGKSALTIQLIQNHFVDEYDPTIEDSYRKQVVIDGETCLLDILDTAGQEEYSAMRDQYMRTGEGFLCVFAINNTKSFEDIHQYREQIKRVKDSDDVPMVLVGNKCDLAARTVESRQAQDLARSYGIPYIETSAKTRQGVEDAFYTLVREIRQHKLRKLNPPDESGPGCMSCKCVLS
Rac1 act GTP bind: human Rac1 activated mutant GTP binding change; P63000; GST-Rac1 activated beads, fluorescent GTP binding, flow cytometry; actives lie on both sides; 100% means binding = to untreated wells; percent activity (GTP binding), % at 10 µM; actives 0.11% (n = 190,000); AID 764;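 active = GTP binding at least 20 percentage points away from the 100% baseline, in either direction, so actives lie on both sides; inconclusive = Compound likely fluorescent itself, or too few beads counted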
Bim-Mcl-1: inhibitors of Bim-Mcl-1 interaction, human; Q07820; Bead-based flow cytometry, Bim peptide-Mcl-1 binding; inhibition, % at 10 µM; actives 0.1% (n = 190,000); AID 1009; in the data active = inhibition above about 40%;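 note: 0% = no compound tracer wells and 100% = peptide blocker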
Starred values were filed as active, the others as inactive; ? = inconclusive; nt = not tested or not shown.

#1 O=C(O)CN=C(NS(=O)(=O)c1ccc(Cl)cc1)c1ccc(F)cc1
#2 CCCCNC(=S)N1CCN(CC)CC1
#3 Cc1ccc(C(=O)Nc2c(C)cc(-c3ccc(Cl)cc3)oc2=O)cc1
#4 Cc1ccccc1C1C2=C(Nc3[nH]n(-c4ccccc4)c(=O)c31)c1ccccc1C2=O (configuration not stated)
#5 Cc1cc(-c2ccc([N+](=O)[O-])cc2)nc2ccccc12
#6 O=C1/C(=C\c2cccs2)Sc2ccc3ccccc3c21
#7 Cc1cccc(C)c1NC(=O)Nc1cccs1
#8 CC(C)Cc1nc(N2CCN(C(=O)c3ccccc3)CC2)c(C#N)c2c1CCC2
assay / compound	1	2	3	4	5	6	7	8
Rac1 wt modul	100	101	101	95	89	102	97	98
Avidin bead fluor	10	11	11	14	16	11	1	19
Mcl1 Bid PPI	-21	-21	-13	-35	13	22	-14	5
Rab7 wt GTP bind	99	96	96	95	98	99	94	97
Pf gametocyte	24	nt	-24	nt	-23	-11	nt	9
Mcl1 Noxa PPI	12	11	8	19	17	36	8	15
Cdc42 wt	97	97	100	92	92	100	95	95
Rab2A wt mod	97	98	99	87	93	97	96	97
HRas wt GTP	97	99	99	93	93	97	97	99
Rac1 act GTP bind	93	99	97	87	92	97	95	95
Bim-Mcl-1	1	0	-3	4	2	-1	-1	-2

A different layout for 3 compounds above.
Every second line gives: Rac1 wt modul	Avidin bead fluor	Mcl1 Bid PPI	Rab7 wt GTP bind	Pf gametocyte	Mcl1 Noxa PPI	Cdc42 wt	Rab2A wt mod	HRas wt GTP	Rac1 act GTP bind	Bim-Mcl-1
6. O=C1/C(=C\c2cccs2)Sc2ccc3ccccc3c21
 : 102	11	22	99	-11	36	100	97	97	97	-1
7. Cc1cccc(C)c1NC(=O)Nc1cccs1
 : 97	1	-14	94	nt	8	95	96	97	95	-1
8. CC(C)Cc1nc(N2CCN(C(=O)c3ccccc3)CC2)c(C#N)c2c1CCC2
 : 98	19	5	97	9	15	95	97	99	95	-2

The list continues.
#9 Cc1ccnc(NC(=O)c2cccc(NS(=O)(=O)c3ccccc3C)c2)c1
#10 O=C(NC1CCCCC1)C1CCCN(S(=O)(=O)c2ccc(Br)s2)C1 (configuration not stated)
#11 CCCOC(=O)CC1C(=O)NCCN1Cc1cc(OC)cc(OC)c1 (configuration not stated)
#12 CCOc1cc(NC(=S)NCc2ccco2)c(OCC)cc1NC(C)=O
#13 COc1ccc(NC(=O)C(=O)NCCO)cc1Cl
#14 Fc1ccccc1Nc1nc2ccccc2n2nnnc12
#15 Cc1cc(N(CCO)CCO)nc(-n2nc(C)cc2C)n1
#16 C=CCN1C(=O)C(O)(CC(=O)c2ccc(-n3cccc3)cc2)c2ccccc21 (configuration not stated)
assay / compound	9	10	11	12	13	14	15	16
Rac1 wt modul	96	100	102	100	104	109	105	105
Avidin bead fluor	8	8	13	10	17	7	14	13
Mcl1 Bid PPI	3	-7	-33	-51	-24	-34	-18	-25
Rab7 wt GTP bind	97	100	98	98	100	106	107	97
Pf gametocyte	-44	nt	nt	nt	nt	nt	3	nt
Mcl1 Noxa PPI	15	16	4	3	1	-6	6	6
Cdc42 wt	96	99	101	101	100	103	101	102
Rab2A wt mod	97	99	98	98	99	103	104	104
HRas wt GTP	96	96	97	99	100	106	100	101
Rac1 act GTP bind	92	99	97	99	99	100	100	99
Bim-Mcl-1	-10	0	-1	-4	-1	0	-2	-3

#17 CCOC(=O)c1cn(CC(=O)Nc2cccc(F)c2)nn1
#18 Cc1ccc(COc2ccccc2C(=S)N2CCCC2)cc1
#19 COc1ccc(NS(=O)(=O)c2ccc(NC(C)=O)cc2)c(OC)c1
#20 COc1cc(SC#N)ccc1N=Cc1c(C)[nH]n(-c2ccc(C)cc2C)c1=O
#21 CC(C)C(NC(=O)OCc1ccccc1)C(=O)N1CCOCCOCCOCC1 (configuration not stated)
#22 Cc1cc(C)n2nc(CC(=O)NCc3ccccc3Cl)nc2n1
#23 CCCCCNS(=O)(=O)c1cc(C)ccc1OC
#24 O=c1nc2c(O)cccn2c2c1c(=O)[nH]c1ccccc12
assay / compound	17	18	19	20	21	22	23	24
Rac1 wt modul	98	99	105	104	95	108	100	61*
Avidin bead fluor	10	12	12	10	5	12	12	5
Mcl1 Bid PPI	-29	-25	-50	-26	-3	3	-8	-83
Rab7 wt GTP bind	93	95	95	102	101	101	97	81
Pf gametocyte	nt	-5	13	nt	-4	13	12	-14
Mcl1 Noxa PPI	9	6	23	2	9	21	1	61*
Cdc42 wt	93	100	97	98	98	107	99	70*
Rab2A wt mod	95	98	96	101	99	102	99	62*
HRas wt GTP	95	101	97	100	96	102	98	59*
Rac1 act GTP bind	96	99	95	96	96	100	98	77*
Bim-Mcl-1	0	-2	-1	0	0	-7	-5	21

#25 O=C(Nc1cccc(Cl)c1)c1ccc(OC(=S)N2CCOCC2)cc1
#26 CCOC(=O)N1CCN(C(=O)CSc2ccc3nnc(-c4ccccn4)n3n2)CC1
#27 Cc1cc(C)cc(N(CC(=O)N2CCC(C)CC2)S(=O)(=O)c2ccccc2)c1
#28 CN(C)S(=O)(=O)c1ccc(C(=O)NNC(=O)C2COc3ccccc3O2)cc1 (configuration not stated)
#29 O=C(c1ccccc1)c1ccc(OCC(O)CN2CCN(Cc3ccccc3)CC2)cc1 (configuration not stated)
#30 Cc1onc(-c2ccccc2Cl)c1C(=O)NCc1ccccc1
#31 CCOc1ccc(-n2c(SCC(=O)NCc3ccco3)nc3ccccc3c2=O)cc1
#32 CCOC(=O)N1CCN(C(=O)Nc2ccc3oc(C)nc3c2)CC1
assay / compound	25	26	27	28	29	30	31	32
Rac1 wt modul	106	100	99	99	99	107	102	97
Avidin bead fluor	14	24	27	5	10	8	8	8
Mcl1 Bid PPI	-9	-3	7	-10	-8	-19	-36	-9
Rab7 wt GTP bind	108	103	95	92	100	104	105	98
Pf gametocyte	nt	-1	-6	-2	3	-1	-13	nt
Mcl1 Noxa PPI	13	13	1	-1	-2	12	7	-15
Cdc42 wt	103	97	94	90	97	102	99	96
Rab2A wt mod	104	100	93	95	98	103	100	96
HRas wt GTP	102	100	94	96	99	104	98	96
Rac1 act GTP bind	97	96	93	96	96	99	95	99
Bim-Mcl-1	-1	0	0	0	0	-1	0	-5

#33 Cc1cccc2cc(C(c3nnnn3Cc3ccccc3)N3CCN(C)CC3)c(=O)[nH]c12 (configuration not stated)
#34 CCCCNC(=O)CSc1nc2ccc(N3CCOCC3)cc2c(=O)n1Cc1ccc(OC)cc1
#35 C[N+](C)(C)CCNC(=O)c1c(O)c2c([nH]c1=O)CCCC2
#36 C/C(CS(=O)(=O)c1ccc(Cl)c(Cl)c1)=N/NC(N)=S
#37 NNC(=O)c1sc2cc(C(F)(F)F)cnc2c1-c1ccccn1
#38 CC(=O)Nc1c(NC(C)(C)C)c2ccccc2oc1=O
#39 Cc1ccc(C)c(-c2csc(N/N=C/c3ccco3)n2)c1
#40 CCC(=O)Nc1ccc(OCc2nnc3c4ccccc4c(C)nn23)cc1
assay / compound	33	34	35	36	37	38	39	40
Rac1 wt modul	103	103	104	95	110	98	99	92
Avidin bead fluor	6	6	15	9	3	12	8	12
Mcl1 Bid PPI	-9	-95	-27	-40	-24	-32	-14	-27
Rab7 wt GTP bind	96	92	95	103	98	95	106	95
Pf gametocyte	nt	-30	-32	28	3	8	-9	5
Mcl1 Noxa PPI	4	23	5	4	26	26	8	9
Cdc42 wt	103	98	105	96	104	94	97	93
Rab2A wt mod	100	95	103	99	101	92	98	90
HRas wt GTP	100	100	102	97	101	94	101	93
Rac1 act GTP bind	99	99	102	96	101	91	94	92
Bim-Mcl-1	nt	-2	-1	0	-3	4	0	1

#41 NCCCCc1cn(CC(=O)N2CCNCC2)nn1
#42 CCOC(=O)C1(Cc2cccc(F)c2)CCN(Cc2cnn(CC)c2)CC1
#43 Cc1cccc(OCCCn2ccnc2)c1
#44 CCN(CC)CCCNC1=C(Cl)C(=O)c2ccccc2C1=O
#45 Cc1cccc(C(=O)N[C@H](C(=O)Nc2ncc(C)s2)C(C)C)c1
#46 Cc1cc(C)c2cc(CNC3CCCC3)c(Cl)nc2c1
#47 O=C(COc1ccccc1)NNC(=O)c1cc2ccccc2oc1=O
#48 N#Cc1ccccc1NC(=O)COC(=O)/C=C/c1cn(-c2ccccc2)nc1-c1ccc(Cl)cc1
assay / compound	41	42	43	44	45	46	47	48
Rac1 wt modul	100	101	100	101	99	?	102	100
Avidin bead fluor	7	5	11	6	10	16	7	9
Mcl1 Bid PPI	-3	-5	-11	-26	-18	-8	-13	14
Rab7 wt GTP bind	96	105	100	96	105	?	97	105
Pf gametocyte	0	3	nt	nt	-23	12	-18	-4
Mcl1 Noxa PPI	0	5	15	17	5	-2	-2	-2
Cdc42 wt	98	99	105	97	97	?	97	97
Rab2A wt mod	96	100	104	98	100	?	97	98
HRas wt GTP	98	99	104	97	98	?	99	97
Rac1 act GTP bind	95	96	99	98	98	?	98	94
Bim-Mcl-1	-1	0	-2	-6	-1	-4	-3	1

#49 O=C(NCCCN1CCOCC1)c1ccco1
#50 CCCC(=O)Nc1ccccc1NC(=O)c1ccc(OC(C)=O)cc1
#51 COc1cccc(C(=O)Nc2cc3c(cc2Cl)OCCCO3)c1
#52 COc1cc(/C=C2/C(=N)N3C=CSC3=NC2=O)ccc1OCCCOc1ccccc1C
#53 O=C(CCCc1nc(-c2ccc(Cl)cc2)no1)N1CCOCC1
#54 CCn1c(SCC(=O)N2CCOCC2)nc2c(c1=O)SC(C)C2 (configuration not stated)
#55 O=C(c1cc2n(n1)C(C(F)(F)F)CC(c1ccc(F)cc1)N2)N1CCCC1 (configuration not stated)
#56 O=C(CC1C(=O)NCCN1C(=O)Nc1ccc(Cl)cc1)Nc1ccc(F)cc1 (configuration not stated)
#57 Fc1c(F)c(C(F)(F)F)c(F)c(F)c1N1CCN(c2ccc3nnc(C(F)(F)F)n3n2)CC1
assay / compound	49	50	51	52	53	54	55	56	57
Rac1 wt modul	100	102	100	?	102	105	98	102	106
Avidin bead fluor	9	22	5	18	32	25	11	9	6
Mcl1 Bid PPI	-47	-8	-9	-6	-6	-8	-12	-14	8
Rab7 wt GTP bind	95	98	100	?	100	101	97	101	101
Pf gametocyte	nt	-13	nt	-11	-20	-18	nt	16	10
Mcl1 Noxa PPI	-7	3	3	12	-3	-8	-9	8	-16
Cdc42 wt	99	98	101	?	98	102	99	103	102
Rab2A wt mod	101	99	96	?	99	104	96	101	103
HRas wt GTP	100	100	98	?	100	102	98	100	102
Rac1 act GTP bind	101	97	97	?	98	100	98	97	101
Bim-Mcl-1	0	-5	-2	0	-3	-1	-3	-3	0
